High-throughput results deposited in PubChem by National Center for Advancing Translational Sciences (NCATS).
Mm-Cpn inhibitor – M. maripaludis TRiC chaperonin inhibition | Potency, µM (top dose mostly 76.9 µM), inactives show at the highest dose activity, negative = inhibition, actives largely listed as inhibitors | actives 0.031% (n = 330,000) | purified Mm-Cpn ATPase, ADP Transcreener TR-FRET; further: potency means the concentration at half of the fitted maximal effect; on the % scale 0 is the no-effect control and ±100 the full control effect; nearly all actives have a fitted effect of over 80% in size
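Purified archaeal Mm-CPN (25nM final) preincubated 10 min at 37degC with compound, then 10uM ATP for 30 min at 37degC; ADP measured by HTRF Transcreener TR-FRET; buffer 30 mM TRIS pH 7.4, 100mM KCl, 5mM MgCl2, 1mM DTT.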
EPAC2 antagonist – EPAC2 (human) antagonism; actives 0.18% (n = 360,000); Potency, µM (series often up to 114 µM), for the others: at the top dose activity, negative = inhibition, usual class: inhibitors; EPAC2 GEF exchange of Rap1B-BODIPY-GDP, fluorescence; further: potency means the concentration at half of the fitted maximal effect; on the % scale 0 is the no-effect control and ±100 the full control effect; nearly all actives have a fitted effect of over 45% in size; many of its hits are not listed in these tables
Target sequence (Q8WZA2 whole entry, looked up): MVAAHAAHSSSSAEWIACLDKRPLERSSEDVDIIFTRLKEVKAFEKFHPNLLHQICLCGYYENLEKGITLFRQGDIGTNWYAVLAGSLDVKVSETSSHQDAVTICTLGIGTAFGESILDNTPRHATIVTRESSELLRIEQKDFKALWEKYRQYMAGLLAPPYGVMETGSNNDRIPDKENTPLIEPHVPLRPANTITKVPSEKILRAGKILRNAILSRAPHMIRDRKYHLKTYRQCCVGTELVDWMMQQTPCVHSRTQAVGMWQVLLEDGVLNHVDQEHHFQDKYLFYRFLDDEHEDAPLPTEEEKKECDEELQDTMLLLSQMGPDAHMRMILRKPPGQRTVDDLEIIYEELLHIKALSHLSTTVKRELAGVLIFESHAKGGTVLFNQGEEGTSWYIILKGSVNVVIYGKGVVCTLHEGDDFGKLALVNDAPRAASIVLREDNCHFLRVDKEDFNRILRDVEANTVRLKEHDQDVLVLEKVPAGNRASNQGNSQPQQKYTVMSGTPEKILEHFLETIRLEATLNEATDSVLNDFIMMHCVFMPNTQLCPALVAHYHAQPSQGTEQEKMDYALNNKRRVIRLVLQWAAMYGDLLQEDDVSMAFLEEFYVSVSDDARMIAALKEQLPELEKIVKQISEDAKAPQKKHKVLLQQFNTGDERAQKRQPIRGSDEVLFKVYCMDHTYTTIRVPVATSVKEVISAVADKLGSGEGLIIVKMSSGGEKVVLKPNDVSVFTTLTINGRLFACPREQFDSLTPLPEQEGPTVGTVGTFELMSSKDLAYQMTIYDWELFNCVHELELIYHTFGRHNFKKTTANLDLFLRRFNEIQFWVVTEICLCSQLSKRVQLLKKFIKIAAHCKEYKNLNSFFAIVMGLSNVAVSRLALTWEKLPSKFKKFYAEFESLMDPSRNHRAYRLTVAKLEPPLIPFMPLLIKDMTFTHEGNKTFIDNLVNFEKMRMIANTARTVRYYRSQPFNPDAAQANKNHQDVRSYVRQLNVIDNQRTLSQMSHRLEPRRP
EPAC2 ag – EPAC2 (human) agonism. EPAC2 activation, biochemical qHTS; response scale: 100% = 6.5 mM cAMP response. actives 0.079% (n = 360,000). Q8WZA2. Potency, µM (titrated, usually from 154 µM), inactives show at the top dose activation, actives largely listed as activators; further: potency means the concentration at half of the fitted maximal effect; nearly all actives have a fitted effect of over 50% in size
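In this primary screen, activation is scored as increased exchange of BODIPY-GDP from Rap1B by 100 nM EPAC2, with 50 uM GDP as competitor. Signal is normalized to the 6.5 mM cAMP agonist control.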
pAkt inh – blocks phosphorylation of Akt; actives 0.32% (n = 360,000); activity change, % for hits at 50 µM; AID 651550; Neuro2A IGF-stimulated pAkt S473 HTRF, 20 min; hits give low values; in the data active means activity change below about -80%; inconclusive means mostly about -51% to -80%; further: on the % scale 0 is the no-effect control and ±100 the full control effect
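Neuro2A cells (4,500/well, DMEM with 0.5% FBS) were treated with compound at a single 50 µM final concentration, stimulated with 6 nM IGF for 20 min at 37 °C, and lysed. Phospho-Akt Ser473 was read by HTRF as 665/615 ratio ×10^4.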
TGFb SMAD3 inh – inhibitors of TGF-b signaling; HepG2 CAGA-GFP TGF-b/SMAD3 reporter, GFP fluorescence, 18 h; TGF-beta stimulated, 500 pg/mL final; Potency, µM (top dose mostly 46.1 µM), for inactives: top-dose activity, negative = inhibition, actives largely listed as inhibitors; actives 1.2% (n = 410,000); AID 588855; further: potency means the concentration at half of the fitted maximal effect; on the % scale 0 is the no-effect control and ±100 the full control effect; nearly all actives have a fitted effect of over 65% in size
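Inhibition was scored as loss of TGF-beta-induced (500 pg/mL final, 18 hours, 37 degrees C) GFP in HEPG2 cells carrying a CAGA-GFP reporter, in DMEM with 1% FBS. Well GFP was summed per cell; Activity was normalised to unstimulated and stimulated DMSO wells, then concentration-response fitting.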
Nrf2 activator – activates Nrf2 signaling. AREc32 ARE-luciferase reporter (MCF7-derived line), luminescence, 24 h. Potency, µM (doses to about 46.1 µM), without a hit: at the highest dose activation, most hits filed as activators. actives 0.31% (n = 410,000); further: potency means the concentration at half of the fitted maximal effect; % of control where 0% means no effect; nearly all actives have a fitted effect of over 65% in size
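Quantitative high-throughput format: AREc32 reporter cells, 1000 per well, received compound by pin transfer and were incubated 24 hr at 37 deg C, 5% CO2, before Steady-Glo luminescence detection.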
CCT modulator – changes cytosolic chaperonin activity | purified chaperonin ATPase assay, HTRF ADP detection, 30 min | activity change, % (test concentration not listed), hits read low | actives 0.3% (n = 360,000) | AID 651819; in the data active means activity change below about -30%; further: on the % scale 0 is the no-effect control and ±100 the full control effect
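ATPase activity: ADP formed was measured by HTRF Transcreener (665/615 nm ratio) after 30 min at 37 deg C with 10 uM ATP. Compounds screened at one 76 uM concentration against 40 or 20 nM TRiC in Tris pH 7.4/KCl/MgCl2/DTT buffer.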
Nrf2 inh – blocks Nrf2 signaling; A549 ARE-Fluc reporter, luciferase luminescence, 18-24 h; Potency, µM (titrated, usually from 46 µM), without a hit: top-dose activity change, negative = inhibition, hits mostly inhibitors; actives 2.1% (n = 360,000); AID 504444; further: potency means the concentration at half of the fitted maximal effect; on the % scale 0 is the no-effect control and ±100 the full control effect; nearly all actives have a fitted effect of over 60% in size
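Nrf2 activity is the BugLite luminescence, read 15 min after reagent at room temperature, following CellTiter-Fluor cytotoxicity readout (30 min, 37C). Compound titrations were applied for 18-24 h to 5000 A549 ARE_Fluc cells/well in 5% FBS OPTI-MEM.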
A549 viability – A549 cytotoxicity, counter-screen for Nrf2 inhibitors | A549 ARE-Fluc cells, CellTiter-Fluor viability, 18-24 h | Potency, µM (highest dose often 46 µM), without a hit: at the top dose activity change, negative = cytotoxicity, most hits filed as inhibitors | actives 0.16% (n = 390,000) | AID 504648; further: potency means the concentration at half of the fitted maximal effect; on the % scale 0 is the no-effect control and ±100 the full control effect
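A549 ARE-Fluc cells in 5% FBS OPTI-MEM, 5000 cells/well, rested 2 h then exposed to compounds in concentration-response for 18-24 h at 37 °C. Viability by CellTiter-Fluor fluorescence (Ex 405/Em 525) after 30 min; luciferase luminescence (BugLite, 15 min, RT) read afterwards.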
Active calls of the source: *; i = inactive; ? = inconclusive; · = no result given; & = joins results of further samples; [ ] = remark or other dose. Unless noted, the call rests on the fitted dose curve; in most records, active means well fitted curve in the direction sought with a large enough effect; inconclusive means small, poorly fitted or top-dose-only effect, or another doubt; inactive means no such curve, though single readings can be large; an effect the other way counts as inactive or inconclusive. The list is partial, so the mix of outcomes need not match the whole.

The first three records, to show the layout:
Below each SMILES: Mm-Cpn inhibitor	EPAC2 antagonist	EPAC2 ag	pAkt inh	TGFb SMAD3 inh	Nrf2 activator	CCT modulator	Nrf2 inh	A549 viability
> CCOc1ccc(N(CC)S(=O)(=O)N2CCCC(C(=O)Nc3ccc(NC(C)=O)cc3)C2)cc1 (stereo not drawn)
→ ·	·	·	·	1%	0.2%	·	-6%	0%
> O=C(Nc1nccs1)c1cccc2ccccc12
→ -3%	-2%	14%	i	19%	16%	-1.8	6%	2%
> COc1cc(N)c(Cl)cc1Cl
→ -2%	-4%	7%	i	2%	0.3%	-0.6	1%	10%

The list itself (from the top)
Below each SMILES: Mm-Cpn inhibitor	EPAC2 antagonist	EPAC2 ag	pAkt inh	TGFb SMAD3 inh	Nrf2 activator	CCT modulator	Nrf2 inh	A549 viability
> CCOc1ccc(N(CC)S(=O)(=O)N2CCCC(C(=O)Nc3ccc(NC(C)=O)cc3)C2)cc1 (stereo not drawn)
→ ·	·	·	·	1%	0.2%	·	-6%	0%
> O=C(Nc1nccs1)c1cccc2ccccc12
→ -3%	-2%	14%	i	19%	16%	-1.8	6%	2%
> COc1cc(N)c(Cl)cc1Cl
→ -2%	-4%	7%	i	2%	0.3%	-0.6	1%	10%
> CCOC(=O)CN(C(=O)COc1nc(-c2ccccc2)cc(C)c1C#N)c1ccc(F)cc1
→ 1%	-10%	10%	i	-5%	-0.7%	-1.8	6%	1%
> CCCOc1ccc(C(=O)NCC(c2cccs2)N(C)C)cc1OC (stereo not drawn)
→ -1%	-9%	10%	i	0%	1.2%	-1.5	3%	8%
> COc1ccccc1OCC(=O)Nc1cccc(-c2nnc(-c3ccco3)o2)c1
→ -2%	-4%	26%	i	26%	3.4%	-9.3	?	1%
> CCC(C(=O)NCCC(C)C)n1ccc2cc(S(=O)(=O)N3CCCCC3)ccc21 (stereo not drawn)
→ 3%	-5%	-11%	i	?	0.4%	1.1	13µM*	-19%
> Cc1ccsc1/C=N\NC(=O)CCc1c(C)n[nH]c1C
→ 3%	12%	0%	i	-2%	2.5%	3.4	3%	6%
> COc1ccc(C)cc1NC(=O)C(CCS(C)(=O)=O)NC(C)=O (stereo not drawn)
→ 1%	-2%	6%	i	-2%	-1.1%	0.9	13%	11%
> CCOC(=O)c1sc(=S)n(-c2ccc(F)c(F)c2)c1N
→ 0%	3%	2%	i	?	0.1%	-3.9	12%	-3%
> O=C(NC1CCC(O)CC1)c1ccc(-c2ccc([N+](=O)[O-])cc2)o1 (stereo not drawn)
→ -1%	-4%	-2%	i	-25%	8.4%	1.6	?	?
> CN(Cc1ccccc1)C(=O)c1[nH]cnc1C(=O)Nc1ccccc1F
→ ·	0%	7%	i	-4%	-1.0%	-2.7	·	·
> O=C(Nc1cccc(F)c1)c1cccc(S(=O)(=O)N2CCOCC2)c1
→ 0%	-1%	3%	i	-5%	0.3%	-1.7	-16%	0%[1.84 µM]
> CC(=O)Nc1ccc(CN2C(=O)C(C)(C)ON=C2c2ccc(C(F)(F)F)cc2)cc1
→ ·	1%	1%	i	4%	-0.3%	-1.2	·	·
> N#Cc1ccccc1S(=O)(=O)N1CCN(CC(O)c2ccccc2)CC1 (stereo not drawn)
→ -1%	-1%	-6%	i	-18%	-0.1%	-2.2	-7%	2%

Two entries from above, with bars between the fields.
molecule | Mm-Cpn inhibitor | EPAC2 antagonist | EPAC2 ag | pAkt inh | TGFb SMAD3 inh | Nrf2 activator | CCT modulator | Nrf2 inh | A549 viability
CCCOc1ccc(C(=O)NCC(c2cccs2)N(C)C)cc1OC (stereo not drawn) | -1% | -9% | 10% | i | 0% | 1.2% | -1.5 | 3% | 8%
COc1ccccc1OCC(=O)Nc1cccc(-c2nnc(-c3ccco3)o2)c1 | -2% | -4% | 26% | i | 26% | 3.4% | -9.3 | ? | 1%

The list goes on.
Below each SMILES: Mm-Cpn inhibitor	EPAC2 antagonist	EPAC2 ag	pAkt inh	TGFb SMAD3 inh	Nrf2 activator	CCT modulator	Nrf2 inh	A549 viability
> CCn1c(C(C)NC(=O)c2cccs2)nc2ccccc21 (stereo not drawn)
→ 0%	6%	3%	i	25%	1.9%	-1.1	15%	-2%
> Cc1ccc(N(CC(=O)O)S(=O)(=O)c2cccc3nonc23)cc1
→ -1%	25%	2%	i	9%	-0.3%	3.1	·	2%
> Cc1cc2c(c(=O)o1)C1(C(=O)N(CC(=O)O)c3ccccc31)C(C#N)=C(N)O2 (stereo not drawn)
→ -2%	2%	-5%	i	41%[activator]	-0.5%	-1.3	-6%	-8%
> CCOc1ccc(C(CC(=O)O)NC(=O)c2cccs2)cc1OC (stereo not drawn)
→ 3%	3%	0%	i	13%	0.0%	-0.5	10%	-2%
> COc1ccc(CCNC2=CC(=O)CC(C)(C)C2)cc1
→ -20%	11%	-7%	i	-20%	-0.7%	0.0	29%	-7%
> COc1ccc(C2=NCCn3nc4cc(OC)ccc4c32)cc1
→ 0%	-15%	5%	i	?	9.5%	-3.8	-8%	-6%
> Cc1ccc2nc3sc(C(=O)Nc4ccc(F)cc4)cc3cc2c1
→ -2%	·	·	·	3%&0%	0.4%	·	·	12%
> CCc1nnc(NC(=O)C2CCCN2C(=O)Nc2ccc(C)cc2)s1 (stereo not drawn)
→ 1%	0%	11%	i	-1%	-0.9%	-1.5	-12%	-6%
> CC(C)Oc1ccccc1NC(=O)CSc1nccn1C
→ -3%	3%	11%	i	15%&-5%	-1.2%&0.0%	0.9	8%&-23%	7%&3%
> CC1CN(C(=O)c2ccccc2OCc2ccc(Cl)cc2Cl)CC(C)O1 (stereo not drawn)
→ 2%	-27%	2%	i	-28%	5.7%	0.6	-6%	-2%
> Cc1c(Cl)cccc1NC(=O)CNC(=O)CCS(=O)(=O)c1ccc(F)cc1
→ -3%	3%	3%	i	-25%	-0.4%	-1.0	11%	16%
> CCn1c(CNc2nc3ccccc3n2C(C)C)nc2ccccc21
→ 1%	0%	3%	i	?	-0.3%	0.7	-21%	-3%
> Cc1cc(C)nc(NC(=S)NC(=O)c2ccccc2)n1
→ -4%	-1%	9%	i	-16%	15%	-0.7	3%	-4%
> Cc1cc(C)c2c(CC(=O)O)c(C)[nH]c2c1
→ 1%	-2%	15%	i	8%	4.6%	0.5	?	2%
> CCOC(=O)c1c(C)nc(C)c(C(=O)OCC)c1-c1cccc([N+](=O)[O-])c1
→ ·	-5%	11%	i	-4%	0.4%	-2.0	·	·
> COc1ccc(N(CC(=O)Nc2ccc(F)cc2F)S(=O)(=O)c2c(C)nn(C)c2C)cc1
→ -2%	-12%	8%	i	-1%	-0.8%	-5.1	-2%	-1%
> O=C(NC(=S)Nc1ccccc1N1CCOCC1)c1cccs1
→ 2%	-3%	7%	i	-2%	8.4%	-1.4	5%	16%
> O=C1c2ccccc2C(=O)N1OS(=O)(=O)c1ccc(F)cc1
→ -5%	3%	9%	·	-18%	-0.1%	-0.3	1%	-3%
> CCOC(=O)C(CC)/C(C)=N\NC(=O)CCC(=O)Nc1ccc(Cl)cc1Cl (stereo not drawn)
→ -4%	-8%	2%	i	15%	0.1%	-1.7	2%	7%
> CCCCC(NC(=O)Cc1c(C)c2cc3c(C)c(C)oc3c(C)c2oc1=O)C(=O)O (stereo not drawn)
→ -4%	-6%	5%	i	-5%	1.6%	-1.0	2%	1%
> CCCc1cc(C(=O)OC)c(NC(=O)CCC(=O)O)s1
→ -4%	-4%	14%	i	7%	3.5%	-5.5	-22%	1%
> CC1=CC(C)C2COC(c3ccc[n+](C)c3)C1C2C (stereo not drawn)
→ -4%	24%	2%	i	-7%	-1.1%	-2.4	0%	-1%
> O=C(NNC(=O)c1ccccc1Cl)c1ccncc1
→ -6%	-9%	-4%	i	0%	-0.1%	-2.6	-11%	4%
> Cc1ccc(C)c(S(=O)(=O)ON2C(=O)c3ccccc3C2=O)c1
→ -2%	-11%	3%	i	?	-1.5%	-3.6	?	-11%
> CC(=O)c1nnn(-c2ccc([N+](=O)[O-])cc2C)c1C
→ -4%	-17%	15%	i	19%	-0.5%	-1.5	-14%	4%
> CNC(=O)COc1ccc(S(=O)(=O)Nc2ccccc2)cc1
→ 0%	8%	1%	i	4%	-0.5%	-1.1	-2%	-15%
> COc1cc(OC)c(N(C)C(=O)c2cc3c(s2)-c2ccccc2S(=O)(=O)C3)cc1Cl
→ ·	-9%	13%	i	-12%	4.5%	-0.1	?	-17%
> Cc1nc2ccc(NC(=O)Cc3cccs3)cc2s1
→ 2%	9%	-17%	i	1%	0.1%	-6.8	?	2%
> O=C(NCC1CCCO1)c1ccc2c(c1)N(Cc1ccc(Cl)cc1)CCS2 (stereo not drawn)
→ ·	-23%	2%	i	-18%	0.1%	-1.7	·	·
> S=C(NCCc1ccccc1)NCCN1CCOCC1
→ 0%	6%	-2%	i	-1%	0.1%	-0.1	8%	1%
> CCOC(=O)C1=C(C(F)(F)F)Nc2ncnn2C1c1cc(OC)c(OC)cc1OC (stereo not drawn)
→ -3%	6%	6%	i	9%	-0.5%	-1.4	8%	-2%
> O=C(Cc1ccccc1[N+](=O)[O-])NCCC1=CCCCC1
→ 1%	5%	7%	i	2%	4.9%	-3.7	18%	-2%
> COc1ccc(-n2c(Cc3cccn3C)nnc2SCC(=O)N2CCCC2)cc1
→ 3%	-20%	-3%	i	2%	0.5%	-1.5	9%	10%
> CCCn1c(SCC(=O)NC23CC4CC(CC(C4)C2)C3)n[nH]c1=O
→ 1%	15%	4%	i	1%	-0.3%	2.6	1%	-6%
